High-throughput results deposited in PubChem BioAssay by several laboratories.
SKKanGAS inh: S. pyogenes SKKanGAS growth inhibitors in kanamycin, primary screen, streptokinase expression inhibitor project, SKKanGAS strain, BacTiter-Glo luminescence. 6 h. inhibition, % at 7.5 µM. 300,000 tested, 1.3% active;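 active means mean replicate score, as percent of positive control median, at least 50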;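 further: strain carries kanamycin resistance gene driven by streptokinase promoter and grows in 40 µg/ml kanamycin; loss of luminescence reflects streptokinase promoter inhibition or plain growth inhibition; 0% = median of DMSO wells and 100% = positive control at its reference dose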
MrgX1 antag: antagonists of human MrgX1 receptor, primary screen, HEK293 cells, Fluo-4 calcium flux; Mas-related G-protein coupled receptor member X1 (Homo sapiens), Q96LB2; BAM8-22 antagonism; active compounds read low; B-score at 10 µM; 310,000 tested, 1.3% active; AID 588676, 2011;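 active means calcium-response B-score plate-corrected more than 3 library SD below zero, starting fluorescence within 5 deviations, no agonist response on first addition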;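 further: peak minus trough fluorescence over baseline after final BAM8-22 challenge near maximal dose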
TMEM16A inh: TMEM16A chloride channel inhibitors, primary screen, cell-based, HTS. HEK293 TMEM16A/YFP iodide influx fluorescence, ionomycin. normalized B-score (activity score, 25-100; higher = stronger inhibition) at 10 µM. 310,000 tested, 1.2% active. Anoctamin-1 (Mus musculus), Q8BHY3;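 active means ratio plate-corrected score three or more library SD toward inhibition, starting fluorescence score within five deviations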;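 further: score derived from kinetic fluorescence span divided by baseline fluorescence per well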
Target sequence (Q8BHY3 whole entry, looked up): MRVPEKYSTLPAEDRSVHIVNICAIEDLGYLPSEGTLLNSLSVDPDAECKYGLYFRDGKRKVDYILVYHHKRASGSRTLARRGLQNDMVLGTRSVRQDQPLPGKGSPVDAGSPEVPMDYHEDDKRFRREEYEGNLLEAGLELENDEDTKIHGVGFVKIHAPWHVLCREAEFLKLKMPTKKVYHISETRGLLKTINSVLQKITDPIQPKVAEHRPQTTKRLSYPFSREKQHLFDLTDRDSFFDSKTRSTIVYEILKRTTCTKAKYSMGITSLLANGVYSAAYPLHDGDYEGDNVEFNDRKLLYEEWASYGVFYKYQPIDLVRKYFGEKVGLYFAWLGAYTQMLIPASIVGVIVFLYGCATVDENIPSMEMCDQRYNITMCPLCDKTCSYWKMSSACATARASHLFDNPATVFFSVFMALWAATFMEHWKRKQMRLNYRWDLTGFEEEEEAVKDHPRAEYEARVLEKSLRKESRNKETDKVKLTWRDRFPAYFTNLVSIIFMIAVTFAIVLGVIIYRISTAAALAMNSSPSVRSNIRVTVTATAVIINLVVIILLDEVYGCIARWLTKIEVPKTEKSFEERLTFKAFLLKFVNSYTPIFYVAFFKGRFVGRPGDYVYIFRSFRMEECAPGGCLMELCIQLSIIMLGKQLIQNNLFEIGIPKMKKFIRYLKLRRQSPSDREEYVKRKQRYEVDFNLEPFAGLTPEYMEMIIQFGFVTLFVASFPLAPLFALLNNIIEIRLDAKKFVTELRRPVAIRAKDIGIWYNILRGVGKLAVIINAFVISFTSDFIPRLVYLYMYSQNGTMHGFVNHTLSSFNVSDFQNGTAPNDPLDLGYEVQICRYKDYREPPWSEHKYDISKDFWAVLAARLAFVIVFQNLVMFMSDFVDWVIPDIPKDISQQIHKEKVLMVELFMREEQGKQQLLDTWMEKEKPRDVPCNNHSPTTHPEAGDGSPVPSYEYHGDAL
TRPC4 agonist: activators of mouse TRPC4 channel, primary screen, Fluo4 calcium, HEK293 TRPC4beta/mu-opioid cells. Short transient receptor potential channel 4 (Mus musculus), Q9QUQ5. Fluo4 calcium fluorescence; active compounds read high. B-score at 10 µM. 310,000 tested, 0.49% active. AID 2237, 2010;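 active means B-score above 5 SD of library B-scores, and initial fluorescence ratio not above library mean plus 5 SD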;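 further: positive B-score marks a calcium rise read as TRPC4 activation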
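Test system: HEK293 cells stably co-expressing mouse TRPC4beta and mu-opioid receptor | Schedule: Fluo4 dye loading 45 min at room temperature, 110 s recording | Measured by: Kinetic Fluo4 calcium fluorescence, 5 s baseline at 1 Hz | Evaluation: B score of integrated ratio | Controls: Buffer (low) and maximal DAMGO (high)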
TRPC6 inh: mouse TRPC6 channel inhibitors, primary screen, cell-based, HEK293, membrane potential dye | Short transient receptor potential channel 6 (Mus musculus), Q61143 | ACh-evoked depolarization; active compounds read low | B-score at 10 µM | 310,000 tested, 1.1% active | AID 2553, 2010;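 active means B-score under library mean minus 3 SD, initial fluorescence not abnormally high, positive integrated signal ratio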;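 further: B-score derived from integrated fluorescence ratio over the kinetic read; more negative B-score means stronger inhibition of depolarization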
MrgX1 allo act: positive allosteric modulators of MrgX1, primary screen, HEK293 cells, Fluo-4 calcium flux; Mas-related G-protein coupled receptor member X1 (Homo sapiens), Q96LB2; FDSS; active compounds read high; B-score at 10 µM; 310,000 tested, 0.63% active; AID 588675, 2011;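 active means plate-corrected calcium response at least 3 library SD above typical, normal starting fluorescence, not activating the receptor alone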;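 further: compound read alongside a low EC10 to EC30 dose of BAM8-22 agonist; peak minus trough fluorescence over baseline measured at the second addition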
TRPC4 inh: inhibitors of mouse TRPC4 channel, primary screen, Fluo4 calcium, HEK293 TRPC4beta/mu-opioid cells. Short transient receptor potential channel 4 (Mus musculus), Q9QUQ5. DAMGO-evoked Fluo4 calcium flux; active compounds read low. B-score at 10 µM. 300,000 tested, 0.39% active;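 active means B-score over 3 SD under the library average, no early fluorescence shift, positive overall ratio signal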
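Assay system: HEK293 cells with stable TRPC4beta plus mu-opioid receptor expression; Probe or stimulus: DAMGO in two steps, submaximal then maximal; Dosing: single-point compound dosing; Measured by: Fluo4 calcium-dye fluorescence, kinetic read; Read-out basis: B score from integrated Fluo4 fluorescence ratio.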
TMEM16A act: TMEM16A chloride channel activators or potentiators, primary screen, cell-based, HTS. Anoctamin-1 (Mus musculus), Q8BHY3. HEK293 TMEM16A/YFP-H148Q/I152L, iodide quench fluorescence; active compounds read low. B-score at 10 µM. 340,000 tested, 0.3% active;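 active means fluorescence-ratio B-score plate-corrected deviation score at least 3 library SD below zero, with starting fluorescence score within 5 deviations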;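 further: channel opened by trigger with iodide after compound preincubation; score built on the fluorescence ratio of max minus min over baseline; more negative score means more quench and so TMEM16A activation or potentiation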
MrgX1 ag: agonists of human MrgX1 receptor, primary screen, HEK293 cells, Fluo-4 calcium flux; AID 588627, 2011; B-score at 10 µM; Fluo-4 calcium fluorescence, agonist mode; active compounds read high; 310,000 tested, 0.44% active; Mas-related G-protein coupled receptor member X1 (Homo sapiens), Q96LB2;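 active means calcium response B-score plate-corrected fluorescence ratio at least 3 library SD, with starting fluorescence B-score inside 5 SD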
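times = overnight plating, then 30 min 37 °C plus 30 min room-temperature dye loading | assay system = stable human MrgX1 HEK293 cell line | input = fifteen thousand cells per well | signal = kinetic calcium dye fluorescence, Fluo-4 NW | dosing = compound delivered in addition one of three | read-out = B-scored fluorescence response ratio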
TRPC4 potent: positive allosteric modulators of TRPC4, primary screen, cell-based, mouse TRPC4beta, HEK293 mu-opioid, Fluo-4 calcium; Short transient receptor potential channel 4 (Mus musculus), Q9QUQ5; DAMGO EC20, Fluo-4 Ca2+ flux; active compounds read high; B-score at 10 µM; 310,000 tested, 0.42% active;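 active means B-score of calcium response area above 5 SD of library B-scores, with initial fluorescence ratio within 5 SD of library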;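 further: B-score of integrated fluorescence ratio over time as area under calcium response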
TRPC6 act: mouse TRPC6 channel activators, primary screen, cell-based, HEK293, membrane potential dye; Short transient receptor potential channel 6 (Mus musculus), Q61143; HEK293-TRPC6 membrane potential dye fluorescence; active compounds read high; B-score at 10 µM; 310,000 tested, 0.13% active; AID 2550, 2010;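 active means B-score of the integrated fluorescence ratio above library mean plus 3 SD, and starting fluorescence ratio within library mean plus 5 SD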;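 further: higher score means more depolarization so channel activation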
The depositor's hits bear a star; i = inactive; . = not tested or not shown. This is a random part of the collection; any-hit rate near 6.7%.

SMILES	SKKanGAS inh	MrgX1 antag	TMEM16A inh	TRPC4 agonist	TRPC6 inh	MrgX1 allo act	TRPC4 inh	TMEM16A act	MrgX1 ag	TRPC4 potent	TRPC6 act
CC(C)N1C(=O)CC2(CC[N+](C)(CCOC(=O)C(c3ccccc3)c3ccccc3)CC2)C1=O (centres undefined)	-3	i	i	i	i	i	i	i	i	i	i
Cc1nn(CC(=O)N2CCC(N3CCCCC3)CC2)c(=O)c2c1sc1ccccc12	-1	i	i	i	i	i	i	i	i	i	i
Cc1ccc(SCC(=O)N(Cc2nc(-c3ccccc3)no2)C(C)C)cc1	-3	i	100*	i	i	i	i	i	i	i	i
N#CC1=C(N)Oc2c(ccc3cccnc23)C1c1cccnc1 (centres undefined)	0	i	i	i	i	i	i	i	i	i	i
O=c1[nH]c(=S)n(-c2ccc(Br)cc2)c2ncccc12	0	i	i	i	i	i	i	i	i	i	i
COc1ccc(NC2CCCN(C(=O)c3ccc4nc(C)c(C)nc4c3)C2)cc1OC (centres undefined)	1	i	i	i	i	i	i	i	i	i	i
COc1ccccc1N1CCN(C(=O)c2cccc(Oc3ccccc3)c2)CC1	1	i	i	i	i	i	i	i	i	i	i
O=C(N/N=C/C=C/c1ccc2c(c1)OCO2)c1ccc([N+](=O)[O-])cc1	-1	i	i	i	i	i	i	i	i	i	i
CC(C)(C)SCCNC(=O)c1cccc([N+](=O)[O-])c1	1	i	i	i	i	i	i	i	i	i	i
COc1ccc(CN2CCN(CC=C(C)C)C(CCO)C2)cc1Cn1cncn1 (centres undefined)	-4	i	i	i	i	i	i	i	i	i	i
O=C(COc1ccccc1Cl)N1CCN(c2ncccn2)CC1	-6	i	i	i	i	i	i	i	i	i	i
CSCCC(NC(=O)c1ccc([N+](=O)[O-])cc1Cl)C(=O)OCC(=O)C12CC3CC(CC(C3)C1)C2 (centres undefined)	4	i	i	i	i	i	i	i	i	i	i
O=C(NCc1ccccc1Cl)C1CCN(S(=O)(=O)N2CCCCCC2)CC1	-3	i	i	i	i	i	i	i	i	i	i
COc1cccc(-c2nc(N3CCCCC3C)c3ccccc3n2)c1O (centres undefined)	76*	i	i	i	i	i	i	i	i	i	i
COc1ccc(NC(=O)C2CCCO2)cc1Cl (centres undefined)	-5	i	i	i	i	i	i	i	i	i	i
N#Cc1ccc(C(=O)Nc2cc(S(=O)(=O)N3CCCC3)ccc2OCC(F)(F)F)cc1	4	i	i	i	i	i	i	i	i	i	i
CC(=O)C(C)n1c(CN2CCN(C(=O)c3ccco3)CC2)nc2c1c(=O)n(C)c(=O)n2C (centres undefined)	3	i	i	i	i	i	i	i	i	i	i
O=C1C2C3C=CC(CC3)C2C(=O)N1c1ccc(Cl)cc1 (centres undefined)	9	i	i	i	i	i	i	i	i	i	i
Cc1ccc(S(=O)(=O)c2nc(-c3ccccc3)oc2N2CCC(C(N)=O)CC2)cc1	-3	i	i	i	i	i	i	i	i	i	i
O=c1cc(CSc2nnc(-c3cccnc3)n2-c2ccccc2F)nc2sccn12	-6	i	i	i	i	i	i	i	i	i	i
OCc1ccnc(Cl)c1	2	i	i	i	i	i	i	i	i	i	i
O=C(NCc1ccc2c(c1)OCO2)c1cnc2n(c1=O)CCS2	4	i	i	i	i	i	i	i	i	i	i
CC(=O)Nc1ccc(S(=O)(=O)NCCNS(=O)(=O)c2ccc(NC(C)=O)cc2)cc1	-1	i	i	i	i	i	i	i	i	i	i
O=C(NCc1ccco1)c1c2c(nc3ccccc13)CCC2	4	i	i	i	i	i	i	i	i	i	i
CCCCNC(=O)c1cc(S(=O)(=O)N2CCCCC2)oc1C	-2	i	i	i	i	i	i	i	i	i	i
O=C(CN1CCc2ccccc2C1)c1cccs1	4	i	i	i	i	i	i	i	i	i	i
CCCc1ccc(-c2ccc(-c3noc(-c4ccncc4)n3)cc2)nc1	-4	i	i	i	i	i	i	i	i	i	i
O=C(Cc1ccc(Cl)cc1)N1CCN(C(=O)c2ccco2)CC1	1	i	i	i	i	i	i	i	i	i	i
COC(=O)c1cc2sccc2n1Cc1nc(-c2ccc(OC)cc2)oc1C	-6	i	i	i	i	i	i	i	i	i	i
CCOc1ccc(CCNC(=O)COC(=O)/C=C/c2ccc(OC)c(OC)c2)cc1OCC	-4	i	i	i	i	i	i	i	i	i	i
Cn1ncc([N+](=O)[O-])c1C(=O)Nc1cccc2ccccc12	17	i	i	i	i	i	i	i	i	i	i
COC(=O)c1c(C)oc2ccc(N(C(=O)c3ccncc3)S(=O)(=O)c3ccc4ccccc4c3)cc12	15	i	i	i	i	i	i	i	i	i	i
O=P(Cc1ccccc1)(c1ccccc1)c1ccccc1	-9	i	i	i	i	i	i	i	i	i	i
CCOC(=O)C(=O)/C(=C\N(C)C)c1onc(-c2c(Cl)cccc2Cl)c1C(=O)OC	4	i	i	i	i	i	i	i	i	i	i
O=c1cc(-c2ccc(F)cc2)oc2ccccc12	0	i	i	i	i	i	i	i	i	i	i
O=C(/C=C/c1ccccc1)CC(O)(c1ccccc1)C(F)(F)F (centres undefined)	5	i	i	i	i	i	i	i	i	i	i
Cc1ncc(CO)c2cc(C(N)=O)c(=Nc3ccccc3)oc12	1	i	i	i	i	i	i	i	i	i	i
S=c1nc(-c2cccc(Br)c2)[nH][nH]1	-11	i	i	i	i	i	i	i	i	i	i
Cc1cc[n+](-c2[nH]c(=O)sc2/C=N/NC([S-])=Nc2ccccc2)cc1C	-3	i	i	i	i	i	i	i	i	i	i
Cc1cccc(N2CCN(C(=O)CCNS(=O)(=O)c3ccc4c(c3)CCC(=O)N4)CC2)c1C	-8	i	i	i	i	i	i	i	i	i	i
CCOC(=O)C(=O)Nc1ccccc1C(=O)OC	-2	i	i	i	i	i	i	i	i	i	i
Cc1nc(C(F)(F)F)nc(Nc2ccc(N=Nc3ccccc3)cc2)c1C#N	5	i	i	i	i	i	i	i	i	i	i
CC(=O)C1=NN(c2ccccc2)C(c2ccc3c(c2)OCO3)N1c1ccc(N2CCOCC2)cc1 (centres undefined)	-16	i	i	i	i	i	i	i	i	i	i
CCOC(=O)c1[nH]c(=O)[nH]c1CSc1ccccn1	.	i	i	i	i	i	i	i	i	i	i
Cc1c(Cc2ccccc2)c(=O)oc2c(C)c(OCC(=O)N3CCC(C(=O)O)CC3)ccc12	14	i	i	i	i	i	i	i	i	i	i
Cc1cc(C=O)c(C)n1-c1cccc(C(=O)O)c1	3	i	i	i	i	i	i	i	i	i	i
O=C(O)c1ccccc1SCc1cn2ccccc2n1	-1	i	i	i	i	i	i	i	i	i	i
COc1ccc(/C=C/c2ccncc2)cc1	-22	i	i	i	i	i	i	i	i	i	i
COc1ccc(COCC(O)CN2CCCC(C(F)(F)F)C2)cc1 (centres undefined)	3	i	i	i	i	i	i	i	i	i	i
COc1cc(N2CCOCC2)ccc1C=C(C#N)C#N	-25	i	i	i	i	i	i	i	i	i	i

Later entries
SMILES	SKKanGAS inh	MrgX1 antag	TMEM16A inh	TRPC4 agonist	TRPC6 inh	MrgX1 allo act	TRPC4 inh	TMEM16A act	MrgX1 ag	TRPC4 potent	TRPC6 act
CSC1=NCCN1S(=O)(=O)c1ccccc1	0	i	i	i	i	i	i	i	i	i	i
CCN(CC)CCOC(=O)c1ccc(NC(=O)/C=C/c2cccs2)cc1	-5	i	i	i	i	i	i	i	i	i	i
NC(=S)c1cc2cc(Cl)ccc2oc1=O	-2	i	i	i	i	i	i	i	i	i	i
N#Cc1c(C(F)(F)F)cc(-c2ccc(F)cc2)nc1SCC(=O)O	-6	i	i	i	i	i	i	i	i	i	i
O=C(Nc1ccccc1-c1ccccc1)C1CCCN(c2ncccn2)C1 (centres undefined)	0	i	i	i	i	i	i	i	i	i	i
O=c1c2ccccc2ncn1Cc1ccco1	-4	i	i	i	i	i	i	i	i	i	i
c1cncc(C2Nc3ccccc3-c3nc4ccccc4n32)c1 (centres undefined)	-1	i	i	i	i	i	i	i	i	i	i
COC(=O)/C=C1/S/C(=N/N=C/c2ccco2)NC1=O	-1	i	i	i	i	i	i	i	i	i	i
Cc1nnsc1NC(=O)OCc1ccccc1Cl	10	i	i	i	i	i	i	i	i	i	i
O=C(COc1ccc(Cl)cc1)N1CCN(S(=O)(=O)c2ccccc2)CC1	-5	i	i	i	i	i	i	i	i	i	i
C=CCn1c(SCC(=O)c2ccccc2)nnc1-c1ccc2c(c1)OCO2	.	i	i	.	.	i	.	i	i	.	.
CCOc1ccccc1N(CC(=O)NCCSc1ccccn1)S(=O)(=O)c1ccc(C)cc1	1	i	i	i	i	i	i	i	i	i	i
CCN(CC)C(=O)c1sc(NC(=O)Cc2ccccc2)c(C#N)c1C	4	i	i	i	i	i	i	i	i	i	i
COC(=O)c1cc(C(=O)N2CCN(c3ncccn3)CC2)cc([N+](=O)[O-])c1	2	i	i	i	i	i	i	i	i	i	i
Cc1cnc(N)c2c(=O)oc3ccccc3c12	-6	i	i	i	i	i	i	i	i	i	i
CCOC(=O)N1CCN(S(=O)(=O)c2ccc(Cl)cc2)CC1	2	i	i	i	i	i	i	i	i	i	i
Cc1cc(Oc2ccc(=O)n(C)n2)nc(Oc2ccc(=O)n(C)n2)n1	-5	i	i	i	i	i	i	i	i	i	i
